CIT2-GFP yeast – modulators of CIT2-GFP expression in yeast, primary screen, S. cerevisiae, GFP fusion, multiplex flow cytometry, MLPCN library | AID 2029, 2009 | GFP response vs DMSO, % at 10 µM | actives 0.065% (n = 320,000) | S. cerevisiae CIT2-GFP strain, 3 h; 100 means same as DMSO wells;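 active = GFP response relative to DMSO above a set limit, near the screen mean plus 3 SD, cut at about 150% in these data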;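 note: ratio of well median GFP fluorescence to mean of DMSO wells on the plate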
Yeast superoxide – reduction of superoxide in aged yeast, primary screen, HTS | actives 0.18% (n = 330,000) | S. cerevisiae aged cells, superoxide DHE fluorescence; active compounds read low | superoxide response (% of plate mean), % at 10 µM;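 active = superoxide response under a set limit, about three screen SD below normal, cut at about 65% in these data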;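 note: yeast aged for seven days with compound at 30 °C before DHE staining; 100% = average MFI of all compound-treated wells on the plate with controls excluded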
AGP1 TOR yeast – modulators of AGP1-GFP expression in yeast TOR pathway, primary screen, cell-based, multiplex flow cytometry, S. cerevisiae, MLPCN library. 3 h; GFP as percent of DMSO wells. GFP response vs DMSO, % at 10 µM. actives 0.02% (n = 320,000). AID 2066, 2009;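 active = GFP response relative to DMSO above a set limit, near screen average plus 3 SD, cut at about 150% in these data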;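 note: median GFP channel fluorescence of the gated AGP1 strain per well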
VLA-4 inh – inhibition in human VLA-4 binding assay, primary screen, VLA-4 allosteric modulator project, MLPCN library, flow cytometry, VLA-4 expressing cells. ligand binding flow cytometry. inhibition, % (about 7 µM as worked out from the volumes in the protocol). actives 0.2% (n = 330,000); in the data active = inhibition above about 50%
Bcl-xL primary – inhibitors of human Bcl-xL, primary screen, biochemical, fluorescence polarization, HTS. GST-Bcl-xL / FITC-Bim BH3 peptide fluorescence polarization. inhibition, % at 10.9 µM. actives 0.7% (n = 320,000). AID 2129, 2009;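 active = inhibition above the mean of all tested compounds plus 3 SD, cutoff set per campaign, cut at about 30% in these data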;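 note: 0% = DMSO wells and 100% = unlabeled Bim-BH3 peptide competitor; inhibitors lower millipolarization by displacing the labeled peptide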
Target sequence (Q07817 whole entry, looked up): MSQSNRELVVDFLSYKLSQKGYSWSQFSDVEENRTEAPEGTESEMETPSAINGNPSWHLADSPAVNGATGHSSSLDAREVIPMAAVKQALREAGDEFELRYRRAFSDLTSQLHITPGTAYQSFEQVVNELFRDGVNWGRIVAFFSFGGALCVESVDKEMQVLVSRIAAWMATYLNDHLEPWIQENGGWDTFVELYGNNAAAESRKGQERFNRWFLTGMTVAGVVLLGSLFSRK
MEX-5 binding – MEX-5 zinc finger RNA-binding disruptors – biochemical, C. elegans, fluorescence polarization, MLPCN library, primary screen. MEX-5/FITC-TCR2 RNA binding; active compounds read low. activity score (negative = inhibition of binding), % at 10 µM. actives 0.38% (n = 300,000). AID 1832, 2009;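 active = inhibition past about -25% in most replicates, and total fluorescence under double the plate's negative control median, limit read from the data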;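 note: 0% = DMSO and -100% = 5 µM competing unlabeled TCR2 RNA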
Target sequence (Q9XUB2 whole entry, looked up): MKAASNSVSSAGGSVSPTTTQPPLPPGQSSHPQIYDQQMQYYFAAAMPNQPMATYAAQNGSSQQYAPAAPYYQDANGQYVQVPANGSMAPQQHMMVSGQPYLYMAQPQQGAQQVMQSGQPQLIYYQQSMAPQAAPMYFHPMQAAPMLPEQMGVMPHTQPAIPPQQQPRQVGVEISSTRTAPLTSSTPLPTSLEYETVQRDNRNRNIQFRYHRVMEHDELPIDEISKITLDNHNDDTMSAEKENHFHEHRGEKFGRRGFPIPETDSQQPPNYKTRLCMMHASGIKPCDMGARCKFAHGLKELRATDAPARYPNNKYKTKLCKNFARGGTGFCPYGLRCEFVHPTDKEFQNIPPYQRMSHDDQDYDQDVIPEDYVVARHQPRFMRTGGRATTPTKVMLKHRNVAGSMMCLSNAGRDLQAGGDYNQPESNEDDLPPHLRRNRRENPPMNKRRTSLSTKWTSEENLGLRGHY
GRK2 aptamer HTS – compounds blocking aptamer binding on GRK2 – biochemical, human GRK2, bead flow cytometry, HTS, primary screen; Beta-adrenergic receptor kinase 1 (Homo sapiens), P25098; FAM-aptamer displacement from GRK2; inhibition of aptamer binding, % at 10 µM; actives 0.59% (n = 330,000); AID 488847, 2010;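 active = inhibition of aptamer binding above 40%, roughly 3 SD of noise, on plates passing a quality check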;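 note: median bead fluorescence of bound FAM aptamer so fluorescent compounds give negative values; no value below 0 was filed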
GLD-1 RNA inh – GLD-1/TGE RNA complex disruptors, primary screen, biochemical, fluorescence polarization. Female germline-specific tumor suppressor gld-1 (Caenorhabditis elegans), Q17339. purified GLD-1 + fluorescein TGE RNA. inhibition, % at 5.96 µM. actives 0.44% (n = 320,000);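 active = percent inhibition above a per-plate cutoff, the plate mean of test compounds plus 3 SD, cut at about 30% in these data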;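 note: 0% = DMSO wells with GLD-1 and probe and 100% = wells lacking GLD-1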
MCL1-BIM inh – inhibitors of MCL1 binding to BIM-BH3, primary screen, biochemical, fluorescence polarization; Induced myeloid leukemia cell differentiation protein Mcl-1 (Homo sapiens), Q07820; GST-MCL1 / FITC-Bim-BH3 fluorescence polarization; inhibition, % at 10.9 µM; actives 0.68% (n = 320,000); AID 2057, 2009;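 active = inhibition above the mean inhibition of all tested compounds plus 3 SD, set per campaign, cut at about 40% in these data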;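 note: 0% = DMSO wells and 100% = unlabeled Bim-BH3 peptide control; higher means more loss of mP so more displacement of Bim peptide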
Target sequence (Q07820 whole entry, looked up): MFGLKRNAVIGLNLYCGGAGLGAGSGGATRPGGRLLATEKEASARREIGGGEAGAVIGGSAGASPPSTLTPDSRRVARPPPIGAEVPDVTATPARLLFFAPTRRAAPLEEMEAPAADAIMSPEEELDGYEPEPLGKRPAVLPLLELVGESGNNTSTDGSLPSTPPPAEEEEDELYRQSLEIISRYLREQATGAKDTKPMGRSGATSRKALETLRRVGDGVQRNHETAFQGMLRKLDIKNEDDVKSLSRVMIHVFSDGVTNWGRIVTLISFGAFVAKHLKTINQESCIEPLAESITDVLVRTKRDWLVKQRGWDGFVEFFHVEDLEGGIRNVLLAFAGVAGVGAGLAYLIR
An asterisk follows results filed as active; . = no result given.

1: NS(=O)(=O)c1ccc(N=Cc2ccc(Br)s2)cc1
2: CC(C)(C)NC(=O)CN(Cc1cccs1)C(=O)CNS(=O)(=O)c1ccccc1
3: CN1CCN(C2=Nc3c(Cl)cc(Cl)c4cccc2c34)CC1
4: COc1ccc(Nc2ncc(F)c(N3CCOCC3)n2)cc1
5: Cc1c(N2C(=O)C(=O)/C(=C(/O)c3ccc(Cl)cc3)C2c2ccccc2)c(=O)n(-c2ccccc2)n1C (centres undefined)
6: CC(C)N1CCc2c(sc(NC(=O)CCS(=O)(=O)c3ccccc3)c2C(N)=O)C1
7: CCOc1ccc(S(=O)(=O)Nc2ncn[nH]2)cc1
8: CC(=O)Nc1ccc(C(=O)COC(=O)c2nc3nc(C)cc(C)n3n2)cc1
screen / no.	1	2	3	4	5	6	7	8
CIT2-GFP yeast	105.6	110.3	104.9	95.9	104.1	94.8	106.7	87.6
Yeast superoxide	85.1	107.3	88.9	84.6	119.1	99.9	92.2	111.9
AGP1 TOR yeast	100.6	111.4	104.7	92.9	106.0	100.9	109.0	89.9
VLA-4 inh	9.3	-14.1	-110.5	2.2	-22.6	18.1	7.7	-3.6
Bcl-xL primary	1.5	8.6	74.7*	9.1	7.1	7.1	3.6	4.3
MEX-5 binding	2.6	1.1	-7.4	-0.7	-4.1	1.6	3.2	.
GRK2 aptamer HTS	0.0	4.0	0.0	0.0	0.0	0.0	0.0	0.0
GLD-1 RNA inh	2.9	-2.2	39.9*	4.6	6.5	7.8	-5.7	0.2
MCL1-BIM inh	-2.8	9.2	80.0*	6.4	8.6	-0.3	4.5	-0.7

9: COc1cccc(CNC(=O)Cn2cc3c(n2)CCCCC3)c1
10: CC(Nc1c([N+](=O)[O-])c(=O)oc2ccccc12)C(Cl)c1ccccc1 (centres undefined)
11: O=C(O)c1ccccc1Sc1ccccc1S(=O)(=O)NC1CCCCC1
12: CC1CCCCN1CCCNC(=O)CN1C(=O)c2cccnc2Oc2ccccc21 (centres undefined)
13: CC(O)/C=C/c1cccc[n+]1C (centres undefined)
14: S=C(Nc1ccc(Oc2ccccc2)cc1)N1CCN(c2ccccn2)CC1
15: CCc1cccc2sc(NC(=O)c3ccc(N4C(=O)CCC4=O)cc3)nc12
16: COC(=O)c1ccc(Oc2c(Cl)cccc2[N+](=O)[O-])cc1
screen / no.	9	10	11	12	13	14	15	16
CIT2-GFP yeast	102.3	104.9	96.1	94.1	97.8	104.3	100.3	90.5
Yeast superoxide	100.6	105.3	96.5	111.3	102.4	96.0	125.3	98.6
AGP1 TOR yeast	99.0	104.3	102.8	95.8	97.4	105.0	104.3	93.2
VLA-4 inh	3.0	1.4	3.9	-2.8	2.7	-9.0	34.5	-8.9
Bcl-xL primary	6.4	6.4	0.9	7.1	-5.5	3.2	-7.5	0.5
MEX-5 binding	-1.6	0.9	0.7	0.5	.	1.0	0.8	0.5
GRK2 aptamer HTS	0.0	1.0	1.0	0.0	0.0	3.0	0.0	0.0
GLD-1 RNA inh	7.6	2.5	-1.3	11.0	9.4	-5.2	-3.7	-4.7
MCL1-BIM inh	2.3	4.1	-7.7	10.8	-17.2	10.8	-10.5	15.1

Nos. 1–2, reprinted for reference:
1: NS(=O)(=O)c1ccc(N=Cc2ccc(Br)s2)cc1
2: CC(C)(C)NC(=O)CN(Cc1cccs1)C(=O)CNS(=O)(=O)c1ccccc1
screen / no.	1	2
CIT2-GFP yeast	105.6	110.3
Yeast superoxide	85.1	107.3
AGP1 TOR yeast	100.6	111.4
VLA-4 inh	9.3	-14.1
Bcl-xL primary	1.5	8.6
MEX-5 binding	2.6	1.1
GRK2 aptamer HTS	0.0	4.0
GLD-1 RNA inh	2.9	-2.2
MCL1-BIM inh	-2.8	9.2

Further compounds follow.
17: C=CCNC(=O)c1oc2ccc(S(=O)(=O)N3CCCCC3)cc2c1C
18: O=C(c1cccc(S(=O)(=O)Nc2ccc(F)cc2)c1)N1CCCC1
19: O=C(Nc1ccc(-n2cccn2)cc1)C1CCCCN1Cc1cccc2cccnc12 (centres undefined)
20: COc1ccc(-c2cn3ccccc3n2)cc1OC
21: Cc1ccnc(NC(=O)CCC(=O)c2cccs2)c1
22: C=CCNC(=O)CN1CCC(O)(c2ccc(F)cc2)CC1
23: Cc1ccc(S(=O)(=O)NCc2ccc(C(=O)NCCN(Cc3ccccc3)C(C)C)cc2)cc1
24: COC(=O)[C@]1(CC(C)C)N[C@H](c2ccc(SC3CCCCC3)cc2)[C@@H]2C(=O)N(C)C(=O)[C@@H]21
screen / no.	17	18	19	20	21	22	23	24
CIT2-GFP yeast	101.4	89.7	104.0	101.8	92.4	105.3	89.4	93.9
Yeast superoxide	96.8	83.2	119.4	112.7	112.6	103.6	80.6	99.1
AGP1 TOR yeast	99.5	102.2	97.5	102.2	97.0	96.0	95.8	98.4
VLA-4 inh	0.5	22.7	-4.2	-7.8	7.3	25.2	5.4	10.5
Bcl-xL primary	3.8	4.7	1.5	1.8	1.8	5.8	1.8	.
MEX-5 binding	-3.2	.	1.4	0.3	-1.9	0.0	0.1	.
GRK2 aptamer HTS	0.0	1.0	2.0	0.0	3.0	0.0	0.0	6.0
GLD-1 RNA inh	0.7	2.4	7.0	10.6	4.7	0.1	1.3	2.1
MCL1-BIM inh	2.1	5.7	8.0	7.2	0.9	4.4	8.6	.

25: O=P(COCCO)(c1ccccc1)c1ccccc1
26: Cc1cccc(CCN2C(N(C)C)=NC[C@@H]2C)c1
27: O=[N+]([O-])c1ccc(Sc2n[nH]c(-c3ccncc3)n2)nc1
28: C=CCn1c(SCC(=O)Nc2ccc(-c3nc4ccc(C)cc4s3)cc2)nnc1-c1ccccc1
29: Cc1ccc(C(=O)CN2C(=O)NC3(CCOc4ccccc43)C2=O)s1 (centres undefined)
30: CCN(C(=O)COC(=O)C1CCN(S(=O)(=O)c2ccc(C)c(C)c2)CC1)C1CCS(=O)(=O)C1 (centres undefined)
31: CCCS(=O)(=O)N1CCc2ccc(NC(=O)C3CCCO3)cc2C1 (centres undefined)
32: COc1cccc(/C=C/C(=O)OCC(=O)NCCC2=CCCCC2)c1OC
screen / no.	25	26	27	28	29	30	31	32
CIT2-GFP yeast	112.7	103.2	96.6	93.8	87.5	100.8	103.2	94.7
Yeast superoxide	87.5	102.6	113.8	90.1	111.1	98.5	94.3	104.0
AGP1 TOR yeast	106.0	102.6	99.8	91.9	102.4	109.8	91.7	100.8
VLA-4 inh	0.6	-10.4	-3.6	40.6	20.8	3.6	16.0	5.4
Bcl-xL primary	2.5	0.9	-7.2	-8.6	-2.7	1.0	-2.1	.
MEX-5 binding	0.8	.	-1.7	-1.6	.	0.7	-0.3	.
GRK2 aptamer HTS	0.0	38.0	5.0	4.0	0.0	1.0	0.0	1.0
GLD-1 RNA inh	-3.1	9.8	-4.5	4.7	4.7	10.2	0.2	6.1
MCL1-BIM inh	4.0	3.2	-4.0	-15.8	-4.6	-10.4	1.5	.

33: O=C(CNC(=O)c1cccs1)N/N=C/c1ccccc1[N+](=O)[O-]
34: O=C(CN1CCCCCC1)Nc1cccc2c1OCO2
35: COc1ccc(C(=O)Nc2ccc(S(=O)(=O)N3CCCCC3)cc2)cc1OC
36: COc1ccc(NC(=O)COc2ccc3oc(=O)cc(C)c3c2)cc1
37: COc1ccc(/C=N/NC(=O)CSCC(=O)Nc2ccccc2)cc1OC
38: CCCCNC(=O)c1onc(CSc2ccncc2)c1C(=O)NCCCC
39: O=C(CCN1C(=O)c2ccccc2S1(=O)=O)Nc1ccccc1
40: COCCOC(=O)/C(=C\c1cc(C(C)(C)C)c(O)c(C(C)(C)C)c1)C(C)=O
screen / no.	33	34	35	36	37	38	39	40
CIT2-GFP yeast	105.6	91.8	108.8	82.1	.	93.0	98.9	94.6
Yeast superoxide	98.7	99.1	82.5	84.6	99.9	103.4	91.4	86.5
AGP1 TOR yeast	97.6	92.8	100.2	87.3	104.7	84.4	99.3	101.4
VLA-4 inh	6.0	4.7	0.4	-1.6	4.9	-4.0	6.5	6.1
Bcl-xL primary	2.8	6.1	6.2	4.6	6.4	1.1	3.7	-4.6
MEX-5 binding	-0.8	-2.7	-0.7	-0.3	3.1	3.5	0.8	3.3
GRK2 aptamer HTS	4.0	2.0	2.0	0.0	0.0	0.0	0.0	0.0
GLD-1 RNA inh	-4.1	6.9	2.9	3.3	2.7	-6.2	1.0	-30.8
MCL1-BIM inh	-0.6	5.0	-2.6	2.5	2.8	3.4	9.8	-6.1

41: Cc1ccc(C)n1C1CCS(=O)(=O)C1 (centres undefined)
42: COc1ccc2c(c1)[nH]c1c(=O)n(/N=C/C3C(C)C=C(C)CC3C)c(=O)[nH]c12 (centres undefined)
43: CC1=CC(=C2C(=O)c3ccccc3C2=O)C=C(C)O1
44: Cc1nc2sc(C(c3cccc(F)c3)N3CCC(O)CC3)c(O)n2n1 (centres undefined)
45: O=C(NN1S(=O)(=O)c2ccccc2S1(=O)=O)c1ccc(Br)cc1
46: Cc1cccc(NC(=O)CSc2nnc([C@@H](N)Cc3ccccc3)o2)c1C
47: C/C(=N\Nc1ccc(F)cc1F)c1ccc(Br)s1
48: CCOc1ccccc1NC(=O)Cn1cnc2c(cnn2-c2ccc(C)c(C)c2)c1=O
screen / no.	41	42	43	44	45	46	47	48
CIT2-GFP yeast	106.9	97.5	100.0	103.0	96.4	.	103.4	104.2
Yeast superoxide	101.1	100.7	86.6	93.8	110.9	110.0	104.7	88.2
AGP1 TOR yeast	108.6	100.3	94.3	99.9	92.7	109.1	100.2	103.9
VLA-4 inh	10.5	-5.2	-5.4	-3.7	-9.1	-1.8	24.5	-2.1
Bcl-xL primary	3.3	1.4	5.4	-0.2	8.1	-0.1	8.1	0.1
MEX-5 binding	-1.2	2.6	-1.3	-0.5	0.6	-0.8	1.2	-5.1
GRK2 aptamer HTS	0.0	3.0	2.0	0.0	1.0	0.0	0.0	5.0
GLD-1 RNA inh	0.8	-6.6	-15.7	4.3	2.9	2.6	3.4	3.9
MCL1-BIM inh	11.7	-2.1	2.2	1.6	2.8	0.2	-5.2	0.9

49: CCCCn1c(N)c(N(CCOC)C(=O)CSCc2cccc(C)c2)c(=O)[nH]c1=O
50: O=C(Nc1ccn(Cc2ccc(Cl)cc2)n1)c1ccc2c(c1)OCO2
51: CC1CCc2c(sc(N)c2C(N)=O)C1 (centres undefined)
52: COc1ccc(S(=O)(=O)N(CC(=O)Nc2ccc(S(=O)(=O)N3CCOCC3)cc2)Cc2ccc(F)cc2)cc1
53: COC(=O)[C@@H](N)CS
54: O=C(Nc1sc2c(c1C(=O)O)CCCCC2)c1cccnc1
screen / no.	49	50	51	52	53	54
CIT2-GFP yeast	102.9	101.5	82.0	96.5	78.4	98.7
Yeast superoxide	101.2	118.8	103.2	94.8	102.7	115.5
AGP1 TOR yeast	104.2	102.0	92.6	101.2	78.0	94.0
VLA-4 inh	11.5	-2.4	-7.5	-7.5	3.9	-5.6
Bcl-xL primary	-1.5	6.5	17.0	0.9	13.9	2.6
MEX-5 binding	0.6	1.7	-3.5	-3.5	-6.6	-2.1
GRK2 aptamer HTS	0.0	0.0	1.0	7.0	2.0	0.0
GLD-1 RNA inh	3.4	3.4	9.1	-0.5	6.5	4.1
MCL1-BIM inh	6.6	1.5	10.3	-10.4	20.0	10.1

Screens as filed in PubChem BioAssay.
